# Screening data (PubChem)
# V-ATPase pHluor: regulators of yeast V-ATPase proton transport | S. cerevisiae, pHLuorin cytosolic pH fluorescence | response, % at 10 µM | 350,000 tested, 0.37% active | AID 504577; in the data active means response mostly above about 7.3%, no sharp cut-off; inactive means mostly below about 5.4%; further: actives read high; inactives centre near 0; some compounds called inactive have numbers as strong as hits; reference of the scale not given here
# CAL PDZ FP: inhibitors of human CAL PDZ peptide binding; Q9HD26; purified CAL PDZ, TMR-peptide fluorescence polarization, 1 h; inhibition, % at 24.9 µM; 300,000 tested, 0.92% active;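 active means mean inhibition of at least 30% with at least half of replicates also reaching 30%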;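 further: 0% = DMSO neutral control and 100% = excess unlabeled competitor peptide PRC23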
# LANA DNA inh: blocks KSHV LANA C-terminal domain binding to DNA; 340,000 tested, 0.078% active; MBP-C-LANA/FAM-LBS DNA binding, fluorescence polarization; inhibition, % at 9 µM;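 active means highest replicate inhibition at or above 60% at 9 µM, even if other replicates fall short; inactive means all replicates below 60% inhibition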;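 further: 0% = neutral control wells and 100% = 4 µM acridine orange control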
# HTR5A ag: activates human HTR5A in OPRM1-OPRD1 agonist counter-screen | P47898 | HTR5A agonist assay, luminescence, cell-based | activation, % at 9.3 µM | 340,000 tested, 0.61% active; in the data active means activation mostly above about 9.5%, no sharp cut-off; inactive means mostly below about 7.6%;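 further: 0% = cells with vehicle only and 100% = reference agonist; strong numbers were not always called active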
# Target sequence (P47898 whole entry, looked up): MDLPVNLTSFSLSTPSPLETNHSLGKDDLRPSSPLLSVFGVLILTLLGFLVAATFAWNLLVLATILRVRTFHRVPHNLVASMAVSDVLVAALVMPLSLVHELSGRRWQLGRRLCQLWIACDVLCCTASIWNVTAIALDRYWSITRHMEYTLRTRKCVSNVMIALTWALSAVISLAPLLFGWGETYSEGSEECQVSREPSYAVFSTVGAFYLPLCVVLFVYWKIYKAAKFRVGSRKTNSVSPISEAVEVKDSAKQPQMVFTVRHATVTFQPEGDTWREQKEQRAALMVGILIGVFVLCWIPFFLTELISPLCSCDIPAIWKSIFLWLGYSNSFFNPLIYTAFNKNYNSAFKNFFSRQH
# MOR-DOR ag: agonists of human mu-delta opioid receptor heterodimerization. P35372+P41143. cells, OPRM1-OPRD1 heterodimerization, luminescence. activation, % at 9.3 µM. 340,000 tested, 0.3% active; in the data active means activation above about 18%;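 further: 0% = vehicle-treated cells and 100% = reference agonist; values of inactives mirror those of a sister screen read the other way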
# HTR5A inv ag: inverse agonist of human HTR5A in OPRM1-OPRD1 counter-screen; 340,000 tested, 0.083% active; AID 504634; P47898; inhibition, % at 9.3 µM; HTR5A cell line, luminescence, inverse agonism; in the data active means inhibition mostly above about 23%, no sharp cut-off; inactive means mostly below about 18%;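 further: 0% = cells with DMSO and 100% = no-cell wells with DMSO; some compounds called inactive have numbers as strong as hits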
# Keap1 Nrf2 FP: disrupts human Keap1 binding to Nrf2 peptide | Q14145 | Keap1 Kelch-Nrf2 peptide fluorescence polarization, 1536-well | inhibition, % at 9.4 µM | 340,000 tested, 0.15% active | AID 504523; in the data active means inhibition above about 12%;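 further: human Keap1 Kelch domain with fluorescein labeled Nrf2 9mer peptide probe; 0% = neutral control wells and 100% = peptide positive control; higher means more block of Keap1 binding to Nrf2 peptide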
# Target sequence (Q14145 whole entry, looked up, the tested form may be a part): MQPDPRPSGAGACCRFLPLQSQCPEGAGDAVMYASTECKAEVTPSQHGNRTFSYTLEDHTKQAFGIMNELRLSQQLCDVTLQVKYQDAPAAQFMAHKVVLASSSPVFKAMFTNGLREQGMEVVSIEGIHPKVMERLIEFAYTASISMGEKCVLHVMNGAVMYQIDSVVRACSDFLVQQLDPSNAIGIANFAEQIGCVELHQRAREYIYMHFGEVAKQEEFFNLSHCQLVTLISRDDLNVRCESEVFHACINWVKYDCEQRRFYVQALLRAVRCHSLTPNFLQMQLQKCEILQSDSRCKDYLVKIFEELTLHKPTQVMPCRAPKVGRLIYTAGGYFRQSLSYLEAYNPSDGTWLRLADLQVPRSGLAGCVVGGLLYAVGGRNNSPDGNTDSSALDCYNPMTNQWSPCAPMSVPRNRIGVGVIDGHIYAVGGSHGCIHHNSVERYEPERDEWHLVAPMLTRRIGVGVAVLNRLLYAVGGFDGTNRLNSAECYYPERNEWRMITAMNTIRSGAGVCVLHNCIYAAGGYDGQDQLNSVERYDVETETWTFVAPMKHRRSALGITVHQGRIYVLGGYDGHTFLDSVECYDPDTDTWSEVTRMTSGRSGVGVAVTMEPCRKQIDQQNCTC
# Cardiac RTF inh: cardiac RTF calcium desensitization | inhibition, % at 7.15 µM | IANBD-labeled cardiac RTF, Ca2+ fluorescence | P19429+P45379 | 340,000 tested, 0.12% active | AID 493244;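 active means inhibition above the mean inhibition of all tested compounds plus 3 SD, cut at about 17% in these data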;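 further: assay run at fixed EC70 calcium of 1.6 mM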
# RTF Ca sens act: cardiac RTF calcium sensitization; P19429+P45379; IANBD-labeled TnC RTF fluorescence at EC20 calcium; 0% EC20 calcium, 100% full calcium; activation, % at 7.2 µM; 340,000 tested, 0.24% active;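 active means activation above the mean over all tested compounds plus 3 SD, cut at about 30% in these data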;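 further: rise in fluorescence read as greater calcium sensitivity of cardiac thin filaments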
# OPRM1-OPRD1 inv: inverse agonist of human OPRM1-OPRD1 heterodimerization | cell-based MOR-DOR heterodimer luminescence, inverse agonism | P35372+P41143 | AID 504357 | inhibition, % at 9.3 µM | 340,000 tested, 0.21% active; in the data active means inhibition above about 22%, passing the limit was not always enough;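 further: 0% = cells with DMSO and 100% = wells without cells with DMSO; values of inactives mirror those of a sister screen read the other way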
# Active calls of the source: *; i = inactive; · = not tested or not shown. Compounds as they come (roughly 2.8% active in at least one column).
SMILES,V-ATPase pHluor,CAL PDZ FP,LANA DNA inh,HTR5A ag,MOR-DOR ag,HTR5A inv ag,Keap1 Nrf2 FP,Cardiac RTF inh,RTF Ca sens act,OPRM1-OPRD1 inv
CN(Cc1c(C(=O)N/N=C/c2cccc(F)c2)nnn1-c1nonc1N)C1CCCCC1,-1,-2,-0.2,3,3.1,1,-1,-6,-3,-16
COc1ccc(CNc2nc(-c3cccnc3)nn2C(=O)c2ccco2)cc1,8,7,-0.5,6,-2.4,-16,0,-4,3,12
Cc1cc(C)cc(NC(=O)C2CCCN2S(=O)(=O)c2ccc3c(c2)C(C)(C)C(=O)N3C)c1 (stereo not drawn),0,8,-0.5,2,-0.6,-7,-10,-1,2,3
Cc1cc(OCC(=O)OCC(=O)N2CCc3ccccc3C2)ccc1Cl,-1,·,-0.4,9,-0.3,11,-5,-6,4,1
Cc1cc(C(=O)OCC(=O)c2ccc(Cl)c([N+](=O)[O-])c2)c2cccc(C)c2n1,0,1,0.0,-2,-6.8,3,-3,-3,4,34*
c1ccc(C2[C@H]3CN(CC4CCCCC4)[C@H](c4ccccc4)C34CC2(c2cccnc2)C4)cc1 (stereo partly drawn),-2,-3,-1.0,12,1.1,-31,-1,-6,-4,-6
CCOC(=O)Cn1c(=O)cnc2ccccc21,3,-2,1.5,1,-1.9,-9,0,4,2,11
Cc1oc(-c2ccc(Cl)cc2)nc1CS(=O)CC(=O)NCc1cccs1 (stereo not drawn),-1,9,0.0,5,-1.0,-15,-3,-5,2,6
CC1CN(CC(O)COc2ccccc2C(C)(C)C)CC(C)O1 (stereo not drawn),-1,-1,-0.8,-2,1.9,-8,1,2,1,-11
Cc1ccccc1NC(NC(=O)OCCn1c([N+](=O)[O-])cnc1C)C(Cl)(Cl)Cl (stereo not drawn),-2,-1,0.5,0,-2.9,-2,1,-5,6,13
CC(=O)NC(=O)c1nnn(Cc2ccccc2)c1NC(C)=O,9,-5,-1.5,0,-0.1,-3,-5,3,8,0
Cc1c(-c2ccccc2)nc2ccccc2c1C(=O)Oc1ccc([N+](=O)[O-])cc1,-2,-2,1.4,4,-2.2,-11,-3,-9,-2,9
Nc1nnc(SCC(=O)OCC(=O)Nc2ccccc2F)s1,0,·,0.6,-1,-0.9,-17,-1,-3,2,5
c1ccc(-c2nnc(CSc3nncs3)o2)cc1,-1,0,0.7,-1,-1.4,-21,-2,-5,4,8
O=C(O)Cn1c(O)c(C2=c3ccccc3=NC2=O)sc1=O,-2,0,-4.6,-1,4.4,3,-5,-22,14,-21
Cc1ccc(N2C(=O)C3C(c4ccccc4)(C2=O)C3(c2ccccc2)c2ccccc2)cc1 (stereo not drawn),0,-5,1.7,4,-0.1,-10,2,-6,4,0
N#C/C(=C\c1c(Cl)cccc1Cl)c1nn(-c2ccccc2)c(-n2cccc2)c1C#N,1,-2,0.0,-2,-1.4,5,-2,-2,3,7
CCOC(=O)c1c(NC(=O)c2ccccc2N(C)S(=O)(=O)c2ccccc2)sc2c1CCCC2,-3,-1,-1.0,-3,-3.2,9,-1,-9,3,17
Cc1ccc(C)c(S(=O)(=O)N2CCCCC2CCNC(=O)C(=O)NCc2ccncc2)c1 (stereo not drawn),-1,-3,-0.8,4,3.0,-10,-4,-2,-1,-16
CN1CCN(CC(O)COc2ccc(C(=O)O)cc2)CC1 (stereo not drawn),-2,·,1.7,2,-2.2,-16,-10,-9,1,11
CN(C)C(=S)Nc1nc2ccccc2s1,3,-3,0.2,1,-1.8,13,-1,2,6,10
O=C(NCCN1CCCC1=O)Nc1ccccc1,6,-3,-4.3,0,-1.9,10,-8,7,-1,11
O=C1NC(=Nc2ccccc2Cl)S/C1=C\c1cc([N+](=O)[O-])ccc1O,-4,-2,-13,-5,-3.0,20,-67,-49,29,14
CC(C)NS(=O)(=O)c1cc(F)ccc1CN1C(=O)c2cccnc2C1=O,0,-2,-1.4,-3,-1.5,12,-1,-5,-2,7
COc1cccc(CNC(=O)Cn2ccc3cc(S(=O)(=O)N4CCCC4)ccc32)c1,1,1,-0.5,2,-1.8,6,-5,0,-4,9
CCC(=O)Nc1cc2c3c(c1)CCN3C(=O)CC2,-4,-3,-0.8,-3,-4.6,11,0,-7,2,24
O=C(CCn1c(=S)oc2ccccc21)Nc1ccc2c(c1)OCCO2,0,0,-0.6,-2,-1.8,4,-7,4,-2,11
COc1ccc(CCC(=O)Nc2ccc(S(=O)(=O)Nc3ncccn3)cc2)cc1,1,·,-0.4,-2,-2.6,13,1,3,-3,10
O=C(NC1CCCCC1)NC12CC3CC(CC(C3)C1)C2,5,0,-0.4,4,3.1,-10,-7,-1,-3,-22
CC(=O)c1cccc(N(C(=O)c2ccco2)C(C(=O)NC2CCCC2)c2cccs2)c1 (stereo not drawn),1,-3,-1.8,2,0.3,5,-3,-3,2,-2
CCCc1cc(=O)n2c([nH]c3ccccc32)c1C#N,3,-3,-1.5,6,-1.6,2,2,-4,-7,10
S=C(NCCc1ccccn1)Nc1ccc(Cl)cc1Cl,-1,0,0.7,-1,-3.3,3,3,2,1,17
COc1ccc(NC(=O)C2CCN(S(=O)(=O)c3cccc4cccnc34)CC2)cc1,-5,-3,0.0,-2,-1.1,5,-1,-9,0,6
COc1ccc(-c2n[nH]c(=S)n2-c2ccccc2C)cc1OC,3,0,4.3,1,1.1,-4,-2,-6,-1,-5
COc1ccc(C(CNc2nc(-c3cccnc3)nc3ccccc23)N(C)C)cc1 (stereo not drawn),4,-3,-1.6,0,160*,1,-3,6,4,i
COc1ccc(NC(=O)c2sccc2C)c([N+](=O)[O-])c1,2,0,-0.7,0,5.9,12,-2,-20,-1,-31
Cc1cc(C)nc(SCC(=O)Nc2ccc(S(=O)(=O)Nc3ncccn3)cc2)n1,0,0,-1.8,1,-0.1,5,0,-6,11,1
CC1CCCN(C(=O)CSc2nnc(-c3cccs3)o2)C1 (stereo not drawn),0,-5,-0.2,11,-0.6,-30,2,-14,-7,4
CCC(C)[C@H](NC(=O)NC1CCN(Cc2ccccc2)CC1)C(=O)OC (stereo partly drawn),-3,·,0.9,0,1.6,-25,-8,-9,3,-9
CCOC(=O)C1CCN(S(=O)(=O)c2cc(C(=O)N3CCCCC3)ccc2OC)CC1,3,-2,-0.7,5,-0.1,-3,-5,-16,2,0
CCCCCC1(C)NC(=S)N(c2ccccc2)N1 (stereo not drawn),3,-5,-1.2,-3,-3.9,8,-2,-3,-5,21
Nc1cc(C(=O)O)c(Oc2ccc(Cl)cc2Cl)cc1C(=O)O,-1,0,7.5,1,-1.1,-19,5,-6,8,6
Cc1csc(=O)n1CC(=O)OCc1nnc(-c2ccc([N+](=O)[O-])cc2)o1,0,-3,0.5,-4,2.4,11,-2,4,0,-10
COc1ccc(S(=O)(=O)Nc2cc(C)nn2-c2ccccc2)cc1,0,-4,1.0,-1,-1.3,17,8,-6,-4,5
O=C(Nc1ccc(Br)cc1)c1ccccc1CC[N+](=O)[O-],-4,0,1.2,-7,-0.3,15,0,-3,-5,2
CC(C)CCNC(=O)c1onc(CSc2ccccn2)c1C(=O)NCCC(C)C,1,-7,0.4,10,1.5,-27,3,4,-7,-9
CCOC(=O)/C=C1/SCC(=O)N1CC(=O)Nc1cccc(F)c1,5,3,-0.3,-1,-2.7,7,-3,1,3,11
CC(=O)Oc1ccc2nc(-c3cccs3)oc(=O)c2c1,-1,-1,0.5,1,-0.5,-4,-1,5,-2,3
O=C(c1ccc(Cl)c([N+](=O)[O-])c1)N1CCN(C(=O)c2ccco2)CC1,-2,-4,-0.4,-4,-2.4,10,-3,0,-2,11
CC1(C)CC(=O)C(N=Nc2cc(Cl)c(Cl)c(Cl)c2)=C(O)C1,1,-3,4.9,-1,-0.1,22,-6,-2,-3,1

# More records follow.
SMILES,V-ATPase pHluor,CAL PDZ FP,LANA DNA inh,HTR5A ag,MOR-DOR ag,HTR5A inv ag,Keap1 Nrf2 FP,Cardiac RTF inh,RTF Ca sens act,OPRM1-OPRD1 inv
COc1ccc(NC(=O)C(Cc2ccccc2)n2cccc2)cc1 (stereo not drawn),2,-3,0.6,1,0.0,-3,-5,-6,5,0
O=C(O)CCn1nnc2ccccc21,1,-2,0.4,5,-2.6,7,-1,1,0,14
Cc1noc(C)c1C1(O)CCCCCCCCCCC1,0,-5,-0.4,3,5.7,22,1,-2,11,-30
CCc1cc(=O)[nH]c(SCc2ccc(C)cc2)n1,-1,0,0.8,-2,-3.0,-9,-3,-12,-2,14
CN(C(=O)c1cccc(C#N)c1)c1nnc(C2CCCO2)s1 (stereo not drawn),4,-3,-0.3,8,-1.6,12,-5,2,2,9
CCN1C=C(Cc2ccc(F)cc2)C2=C(C1)C(c1ccc(F)cc1)C(C#N)=C(N)O2 (stereo not drawn),6,-2,-0.5,1,-0.6,-2,2,-7,-1,2
Cc1ccc(C(=O)N2CCC(C(=O)c3c(C)cc(C)cc3C)CC2)cc1,-3,0,-4.6,-2,2.6,9,-3,-12,-5,-13
CCCc1nc2ccccc2n1CC(O)COc1ccc(NC(C)=O)cc1 (stereo not drawn),-1,-4,1.6,-3,-4.1,11,-3,-2,-3,20
CCOC(=O)C1C(c2ccccc2)C(C(=O)OCC)S(=O)(=O)C(CCN(CC)CC)S1(=O)=O (stereo not drawn),-1,-3,0.2,3,-1.6,-8,-4,-15,3,9
COCCN(Cc1nc(-c2ccc(-c3ccccc3)cc2)oc1C)C(C)C,3,·,0.6,-1,3.3,26,-1,-1,-2,-17
O=C(COC(=O)c1ccc(N2CCOCC2)c([N+](=O)[O-])c1)Nc1ccc2c(c1)OCO2,·,-1,-1.7,0,-1.9,9,-2,-2,6,9
O=C(OCc1nc2ccccc2s1)c1cccc(N2C(=O)CCC2=O)c1,-3,-1,0.8,-2,-2.0,7,-5,2,0,9
CC(=O)CC(=O)Nc1ccc(Cl)cn1,-1,3,-0.4,2,-1.4,-8,2,-10,-5,6
C#CCOCCOCCOCCNc1nc(N2CCOCC2)nc(N2CCN(C(=O)[C@H](CC(N)=O)n3cc(C(N)[C@@H](C)CC)nn3)CC2)n1 (stereo partly drawn),-1,-1,-3.9,-4,-1.9,10,-1,-5,1,11
COc1cc(S(=O)(=O)N2CCOCC2)ccc1NC(=O)CSc1nnc(N)s1,0,-2,0.1,-5,-1.4,-5,-4,-15,-2,8
Cc1ccc(O)c(C2=NCCNC(C(F)(F)F)=C2)c1,-4,-1,-1.9,-8,-1.2,19,-1,-6,4,6
Brc1ccc2c(c1)[C@H]1OCC[C@H]1[C@@H](c1cccs1)N2,2,-4,0.1,-1,4.7,-23,-4,2,-2,-23
Cc1nnc(SCC(=O)N2CCOCC2)[nH]c1=O,5,4,-1.6,-8,-2.3,21,-5,-8,10,12
